# CXXC DNA block – inhibitors of human MLL CXXC domain-DNA interaction; 290,000 tested, 0.037% active; MLL-CXXC / FITC-HOXA9 DNA fluorescence polarization; Potency, µM (titrated, usually from 115 µM), without a hit: at the top dose activity change, negative = inhibition, actives largely listed as inhibitors; Q03164; active = well fitted inhibition curve with a large enough effect in the polarisation, with a control signal flat, not every such curve was filed as active; inconclusive = small, poorly fitted or top-dose-only effect, or effect the other way, or a change in a side signal; inactive = no such curve, though single readings can be large or run the other way; the % refers to the polarisation
#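 Steps: dispense CXXC domain solution (7 uM) → pin compounds or unlabeled HOX-A9 DNA control → 5 min ambient → add FLSN-HOX-A9 solution (50 nM) → spin → 30 min ambient → fluorescence polarization. Tris pH 7.5/NaCl/DTT/BSA buffer.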
# ELG1 genotoxic – genotoxicity induction in ELG1-luciferase HEK293T cells; HEK293T ELG1-luciferase reporter, luminescence, 16 h; Potency, µM (highest dose often 46 µM), without a hit: at the top dose activity change, positive = activation, most hits filed as activators; 330,000 tested, 1.3% active; AID 504466; note: % of control where 0% means no effect; nearly all actives have a fitted effect of over 60% in size
#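 16 hr compound incubation (37 °C, 5% CO2) of HEK293T cells carrying luciferase-tagged ELG1; luciferase then measured by ONE-Glo luminescence after 30 min at RT.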
# uPA surface inh – cell surface uPA generation inhibition. Potency, µM (top dose mostly 38.3 µM), for inactives: at the top dose activity change, negative = inhibition, most hits filed as inhibitors. cell surface uPA generation assay, qHTS. 330,000 tested, 0.31% active; active = well fitted inhibition curve with a large enough effect; inconclusive = small, poorly fitted or top-dose-only effect; inactive = no such curve, though single readings can be large or run the other way; tested in mouse RAW 264.7 cells; note: % is set by controls: 0 for no effect and ±100 for the full control effect; nearly all actives have a fitted effect of over 55% in size
# BRCA1 expr up – BRCA1 expression activation | MCF7-BRCA1-FFLuc reporter, luminescence, 48 h; response scale: scaled: vehicle 0%, 10 µM genistein 100% | AID 624202 | Potency, µM (highest dose often 46.1 µM), for the others: at the highest dose activation, most hits filed as activators | 380,000 tested, 1.1% active; note: nearly all actives have a fitted effect of over 80% in size; some results filed as inactive show a strong effect at the top dose
#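 Quantitative HTS in MCF7 cells stably reporting BRCA1 expression via firefly luciferase. Compound treatment lasts 48 h at 37 °C in phenol-red free MEM. Activation is expressed relative to genistein at 10 microM and DMSO.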
# p53 reactivator – mutant p53 re-activation in reporter cells | 320,000 tested, 0.063% active | Potency, µM (series often up to 92.2 µM), inactives show top-dose activity change, positive = activation, most hits filed as activators | H1299 p53-A138V BP100-luciferase reporter, luminescence, 24 h; note: % of control where 0% means no effect; nearly all actives have a fitted effect of over 45% in size
#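 p53-null H1299 cells stably carrying temperature-sensitive p53-A138V and a BP100-luciferase reporter were pinned with compounds (4-point, 1:5 series) and held 24 hrs at 37 deg C. Luminescence was read 10 min after detection reagent.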
# MBNL1-CUG inh – blocks human MBNL1 binding to CUG repeat RNA. TR-FRET MBNL1-His/biotin-(CUG)12 binding, 665/545 ratio. Potency, µM (doses to about 57.5 µM), for inactives: top-dose activity change, negative = inhibition, actives largely listed as inhibitors. AID 2675. 280,000 tested, 0.036% active; active = well fitted inhibition curve with a large enough effect in the signal ratio, with a control signal flat, not every such curve was filed as active; inconclusive = small, poorly fitted or top-dose-only effect, or effect the other way, or a change in a side signal; inactive = no such curve, though single readings can be large or run the other way; the % refers to the signal ratio; note: % is set by controls: 0 for no effect and ±100 for the full control effect
# Target sequence (Q9NR56 whole entry, looked up): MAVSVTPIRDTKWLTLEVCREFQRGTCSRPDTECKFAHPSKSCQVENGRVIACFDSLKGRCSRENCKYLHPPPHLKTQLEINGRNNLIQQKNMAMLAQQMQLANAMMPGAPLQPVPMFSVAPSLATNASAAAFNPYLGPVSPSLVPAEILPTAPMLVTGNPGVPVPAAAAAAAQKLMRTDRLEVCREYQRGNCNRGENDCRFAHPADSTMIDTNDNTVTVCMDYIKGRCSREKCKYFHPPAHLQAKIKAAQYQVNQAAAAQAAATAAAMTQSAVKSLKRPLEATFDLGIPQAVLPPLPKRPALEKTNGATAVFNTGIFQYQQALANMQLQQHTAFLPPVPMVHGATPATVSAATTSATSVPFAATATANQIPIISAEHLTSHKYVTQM
#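 MBNL1-His + Biotin-(CUG)12, cpd titration 92 nM–58 uM; Tb anti-His Ab 0.055 ng/ul, SA-XL665 5 nM (final); 60 min RT; ratiometric 665/545 nm, Ex 340 nm; normalized to buffer and full-complex controls.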
# VP16 counter – Gal4-VP16 reporter inhibition counter-screen. Drosophila S2 Gal4-VP16 UAS-luciferase, luminescence, 20 h. Potency, µM (doses to about 53.6 µM), without a hit: top-dose activity, negative = inhibition, actives largely listed as inhibitors. 310,000 tested, 3.5% active. AID 2546;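 note: Gal4-VP16 expression switched on by copper sulfate through the metallothionein promoter; % is set by controls: 0 for no effect and ±100 for the full control effect; nearly all actives have a fitted effect of over 50% in size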
# NPC1 promoter act – activates the NPC1 promoter; Huh7 NPC1 promoter luciferase reporter, 24 h; Potency, µM (series often up to 9.22 µM), without a hit: at the highest dose activation, actives largely listed as activators; 320,000 tested, 2.4% active;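 note: % of control where 0% means no effect; nearly all actives have a fitted effect of over 60% in size; reporter is driven by a mutant NPC1 promoter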
#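 Luminescence from an NPC1 promoter-driven luciferase reporter in stably transfected Huh7 cells was measured after 24 h compound treatment at 37 °C, followed by 10 min ambient incubation with luciferase detection reagent.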
# Rab9 promoter act – activators of Rab9 promoter; Huh7 Rab9 promoter-luciferase reporter, luminescence, 24 h; Potency, µM (top dose mostly 9.22 µM), inactives show at the highest dose activation, negative = inhibition, most hits filed as activators; 320,000 tested, 2.8% active; AID 485297; note: % of control where 0% means no effect; nearly all actives have a fitted effect of over 60% in size
#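 Using Huh7 cells stably transfected with Rab9 promoter–luciferase, compounds were incubated 24 h at 37 °C, 5% CO2; luciferase luminescence was read 10 min after reagent addition.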
# RORg inh – inhibitors of mouse ROR gamma transcriptional activity. P51450. Drosophila S2 Gal4-RORgamma UAS-luciferase reporter, 20 h. Potency, µM (doses to about 53.6 µM), inactives show at the highest dose activity change, negative = inhibition, hits mostly inhibitors. 310,000 tested, 5.4% active. AID 2551; note: % is set by controls: 0 for no effect and ±100 for the full control effect; nearly all actives have a fitted effect of over 60% in size
#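 Using a luciferase readout, inhibitors were identified by reduced reporter activity in Drosophila cells coexpressing a copper-inducible Gal4–ROR gamma fusion and UAS-driven Photinus luciferase, incubated 20 hr after 700 uM copper sulfate.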
# FLuc modulator – counter-screen for miR-21 project: firefly luciferase inhibitors or activators; P08659; purified FLuc, Km substrates, luminescence inhibition; Potency, µM (highest dose often 57.5 µM), without a hit: top-dose activity change, negative = inhibition, hits mostly inhibitors; 360,000 tested, 6.9% active;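 note: plate controls were vehicle for no effect and reference inhibitor for full effect; nearly all actives have a fitted effect of over 55% in size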
# Target sequence (P08659 whole entry, looked up): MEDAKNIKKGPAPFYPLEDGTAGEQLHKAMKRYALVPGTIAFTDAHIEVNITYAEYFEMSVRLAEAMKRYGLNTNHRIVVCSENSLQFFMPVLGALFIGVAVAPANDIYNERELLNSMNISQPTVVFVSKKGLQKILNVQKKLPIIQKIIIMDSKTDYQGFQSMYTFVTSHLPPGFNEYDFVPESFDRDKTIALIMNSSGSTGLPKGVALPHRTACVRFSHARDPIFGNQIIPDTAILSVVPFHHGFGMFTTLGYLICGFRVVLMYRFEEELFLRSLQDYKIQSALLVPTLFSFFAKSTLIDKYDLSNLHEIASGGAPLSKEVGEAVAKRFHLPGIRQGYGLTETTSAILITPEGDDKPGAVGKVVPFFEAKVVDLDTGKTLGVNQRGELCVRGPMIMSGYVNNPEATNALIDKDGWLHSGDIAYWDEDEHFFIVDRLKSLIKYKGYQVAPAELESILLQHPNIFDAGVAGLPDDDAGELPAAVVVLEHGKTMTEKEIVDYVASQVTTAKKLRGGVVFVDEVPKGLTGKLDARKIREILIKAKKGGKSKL
#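 Purified P. pyralis luciferase, 10 nM final, with Km-level 10 uM D-luciferin and 10 uM ATP in 50 mM Tris acetate pH 7.5, 10 mM Mg acetate, 0.01% Tween-20, 0.05% BSA; 6-point qHTS titration about 60 µM downward; luminescence read.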
# * hit, by the source's call; ? = inconclusive; . = not tested or not shown; [ ] = dose if it differs, or a comment. Unless noted, calls come from the whole dose curve; as a rule, active = well fitted curve in the direction sought with a large enough effect; inconclusive = small, poorly fitted or top-dose-only effect, or another doubt; inactive = no such curve, though single readings can be large; an effect the other way counts as inactive or inconclusive. Potency is the fitted concentration of half-maximal effect. This is a subset; the hit share may differ from the screen's.
no.	compound	CXXC DNA block	ELG1 genotoxic	uPA surface inh	BRCA1 expr up	p53 reactivator	MBNL1-CUG inh	VP16 counter	NPC1 promoter act	Rab9 promoter act	RORg inh	FLuc modulator
1	CC(=O)c1cccc(NC(=O)CSc2nc(N3CCCCC3)nc(N3CCCCC3)n2)c1	?	-3%	1%	-1%	7%	-8%	-4%	-6%	-2%	-4%	1%
2	COc1ccc(CNC(=O)C2CCN(S(=O)(=O)N3CCOCC3)CC2)cc1	0%	0%	2%	10%	0%	-13%	-9%	1%	-4%	-2%	2%
3	O=C(CCC(=O)N/N=C/c1ccc(Br)o1)N/N=C/c1ccc(Br)o1	-1%	0%	3%	-8%	-3%	5%	-5%	1%	-3%	-2%	-2%
4	CC(=O)C1=C(O)C(=O)N(c2cccnc2)C1c1ccc(Cl)cc1 (stereo not given)	-1%	0%	-2%	-2%	?	5%	7%	3%	1%	25%	2%
5	N#C/C(C(=O)N1CCCCC1)=C1/N=C(N)c2ccccc21	-2%	9%	-3%	2%	9%	.	-1%	0%	10%	?	?
6	O=C(NNC(=S)NCc1ccccc1)c1ccc2c(c1)OCO2	9%	-4%	2%	-12%	13%	-16%	?	0%	1%	-22%	-5%
7	O=C(NCCOc1ccccc1)c1ccccc1	-1%	1.6µM*	.	16%	3%	6%	-7%	0.63µM*	0.71µM*	16%	4.8µM*
8	COc1ccc(OC)c(C(C)NC(=S)NC2CCCCC2)c1 (stereo not given)	0%	-11%	11%	-12%	1%	-5%	4µM*	-3%	10%	4µM*	-3%
9	CN(C)c1nc(N(C)C)n(Cc2c(Cl)cccc2Cl)n1	-3%	-5%	1%	-6%	-3%	.	-6%	1%	-1%	-8%	-2%
10	CC(C)n1nccc1N(Cc1ccc(C#N)cc1)S(=O)(=O)c1ccccc1	-2%	-6%	-6%	-17%	-4%	-17%	-2%	0%	-4%	15%	1%
11	NC(=O)c1ccc[n+](Cc2cccc3ccccc23)c1	0%	1%	-3%	9%	-3%	.	-4%	-2%	3%	0%	2%
12	COc1ccccc1N1CCN(C(=O)c2ccc(Cn3c(=S)[nH]c4cc5c(cc4c3=O)OCO5)cc2)CC1	-5%	-7%	3%	-9%	-4%	5%	-3%	-4%	-2%	-26%	0%
13	O=C(Cn1sc2ccccc2c1=O)NC12CC3CC(CC(C3)C1)C2	-28%	1%	-11%	2%	9%	-1%	0.5µM*	13%	14%	3.5µM*	7.6µM*
14	C[C@H](NC(=O)[C@H]1N2C(=O)c3ccccc3C2SC1(C)C)C(=O)N1CCN(C)CC1 (stereo not given in full)	11%	0%	-3%	-10%	11%	1%	-3%	-2%	-2%	-15%	-1%
15	CCOc1ccc(N(CC(=O)NCc2ccccc2)S(=O)(=O)c2c(C)noc2C)cc1	-3%	-3%	-5%	-5%	-2%	2%	6%	-1%	12%	-3%	2%
16	Cc1ccc(NC(=O)C(c2ccccc2)N2CCN(CC(=O)NC3CC3)CC2)cc1Cl (stereo not given)	.	0%	11%	-18%	21%	.	.	-2%	-7%	.	-15%
17	CCOCc1cnc(C)nc1NCC(=O)c1c(C)[nH]c2cc(C)ccc12	1%	-4%	2%	-26%	2%	-7%	-12%	-2%	9%	-15%	-30%
18	CC(C)CCNC(=O)CN1C(=O)NC(c2ccccc2)(c2ccccc2)C1=O	-2%	5%	1%	-2%	-7%	-6%	7%	-1%	-1%	6%	-8%
19	CCOc1ccc(/C=N/N2C(C)CCCC2C)cc1 (stereo not given)	2%	18%	0%	30%	15%	-13%	-4%	-4%	1%[1.84 µM]	-38%	?
20	CCOC(=O)/C(C#N)=C1/SC(CC)C(=O)N1c1ccc(C)cc1 (stereo not given)	0%	-2%	-5%	-9%	12%	0%	8%	-1%	1%	-36%	5%

# Reprinted: entries 1 to 6
no.	compound	CXXC DNA block	ELG1 genotoxic	uPA surface inh	BRCA1 expr up	p53 reactivator	MBNL1-CUG inh	VP16 counter	NPC1 promoter act	Rab9 promoter act	RORg inh	FLuc modulator
1	CC(=O)c1cccc(NC(=O)CSc2nc(N3CCCCC3)nc(N3CCCCC3)n2)c1	?	-3%	1%	-1%	7%	-8%	-4%	-6%	-2%	-4%	1%
2	COc1ccc(CNC(=O)C2CCN(S(=O)(=O)N3CCOCC3)CC2)cc1	0%	0%	2%	10%	0%	-13%	-9%	1%	-4%	-2%	2%
3	O=C(CCC(=O)N/N=C/c1ccc(Br)o1)N/N=C/c1ccc(Br)o1	-1%	0%	3%	-8%	-3%	5%	-5%	1%	-3%	-2%	-2%
4	CC(=O)C1=C(O)C(=O)N(c2cccnc2)C1c1ccc(Cl)cc1 (stereo not given)	-1%	0%	-2%	-2%	?	5%	7%	3%	1%	25%	2%
5	N#C/C(C(=O)N1CCCCC1)=C1/N=C(N)c2ccccc21	-2%	9%	-3%	2%	9%	.	-1%	0%	10%	?	?
6	O=C(NNC(=S)NCc1ccccc1)c1ccc2c(c1)OCO2	9%	-4%	2%	-12%	13%	-16%	?	0%	1%	-22%	-5%

# (listing goes on)
no.	compound	CXXC DNA block	ELG1 genotoxic	uPA surface inh	BRCA1 expr up	p53 reactivator	MBNL1-CUG inh	VP16 counter	NPC1 promoter act	Rab9 promoter act	RORg inh	FLuc modulator
21	COc1ccc(NC(=O)[C@H](C)NC(=O)C2CCN(S(=O)(=O)c3ccc(OC)cc3)CC2)cc1	6%	0%	-5%	11%	0%	-2%	-17%	-2%	0%	2%	4%
22	CCc1ccccc1NC(=S)N1CCN(c2ccccc2F)CC1	?	-1%	1%	-12%	19%	-5%	?	0%	0%	7.1µM*	1%
23	CCN(Cc1ccncc1)C(=O)c1ccc(C)o1	8%	-2%	-3%	-1%	-9%	2%	-12%	-4%	0%	-10%	1%
24	O=C(Nc1ccccn1)NC1CCCCC1	9%	5%	-2%	42%	7%	2%	10%	6%	-2%	25%	-9%
25	CC1(C)Oc2ccc3ccc(=O)oc3c2C(N2CCCCC2)C1O (stereo not given)	10%	-3%	-1%	-2%	-3%	18%	9%	-5%	2%	39%	-2%
26	Cc1ccc(NC(=O)c2cc(S(=O)(=O)N(C)C)ccc2N2CCCC2)cc1S(=O)(=O)N(C)C	.	-8%	-9%	-34%	-5%	.	.	-9%	0%	.	-1%
27	COc1ccc(C(=O)Nc2ccc(-n3nncc3C(C)(C)C)cc2)cc1	5%	-4%	5%	-4%	1%	-8%	1%	-2%	-1%	21%	-11%
28	O=C(COC(=O)CCCN=C1NS(=O)(=O)c2ccccc21)NC(=O)NC1CCCC1	4%	1%	-4%	0%	2%	-8%	-6%	0%	0%	29%	-6%
29	O=C(/C=C/c1ccccc1)OCC(=O)N1CCN(c2ccccc2)CC1	.	0%	2%	-18%	-2%	.	.	1%	-3%	.	4%
30	COc1ccc(-c2nn(-c3ccccc3)cc2C(=O)O)cc1	5%	4%	-8%	1%	1%	-17%	-27%	5%	5%	4%	-8%
31	CCCn1nnnc1NCc1ccccc1OCc1ccc(F)cc1	-6%	-2%	3%	-13%	-11%	1%	17%	1%	0%	-15%	3%
32	COc1ccc(C(=O)OCn2nnc3ccccc3c2=O)cc1[N+](=O)[O-]	-3%	4%	1%	1%	3%	.	7%	-3%	0%	-4%	-1%
33	CCN(Cc1cc2ccc(C)cc2[nH]c1=O)C(=O)c1cccnc1	-4%	1%	.	.	0%	-9%	3%	-8%	0%	6%	2%
34	COc1cccc(CN(C)CC(=O)Nc2cccc3ccccc23)c1	-3%	-8%	4%	-8%	2%	3%	-12%	1%	-3%	-2%	1%
35	O=S(=O)(c1ccc(NCCCO)nc1)N1CCOCC1	.	1%	4%	15%	4%	.	.	0%	7%	.	2%
36	O=C(NC1(c2ccccc2)CC1)C1CCC(=O)N(Cc2ccc(Cl)cc2)C1 (stereo not given)	-2%	0%	7%	12%	2%	-1%	-2%	-2%	2%	9%	-1%
